SKBR3 24h inh = SK-BR-3 proliferation inhibitors, primary screen, cell-based, human, 24 h. SK-BR-3 viability, CellTiter-Glo ATP luminescence; stronger effect = lower value. viability, % at 10 µM. hit rate 0.47% among 41,000;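 active means viability at or below the median of all test compounds minus 3 SD, in both replicates if run twice, cut at about 45% in these data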;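 further: 100% = median untreated cell wells and 0% = median positive control drug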
* = called active by the depositor. Only part of the results is shown (hit frequency here may not be typical).

SMILES	SKBR3 24h inh
COCCCN1C(=O)C(=O)/C(=C(/O)c2ccc(OC)cc2)C1c1cccc(OC)c1 (centres undefined)	99
Clc1ccccc1OCCn1ccnc1	97
COc1ccc(-c2nnc3sc(-c4ccc(Br)o4)nn23)cc1OC	86
Cc1noc(/C=C/c2ccco2)c1S(=O)(=O)N1CCC(C(=O)N2c3ccccc3CC2C)CC1 (centres undefined)	83
CCc1ccc2oc(-c3cc(N=Cc4cccc(OC)c4O)ccc3O)nc2c1	95
N#Cc1c(-c2ccco2)nc(NCC2CCCO2)[nH]c1=O (centres undefined)	100
O=S1(=O)N=C(Nc2ccc(S(=O)(=O)N3CCCCC3)cc2)c2ccccc21	106
CCN1CCN(C(=O)c2sc3nc(C)nc(N4CCC(C)CC4)c3c2C)CC1	83
NC(N)=NC(N)=NCCc1ccccc1	103
COc1cccc(C(C(=O)NC(C)(C)C)N(C(=O)CCC(=O)Nc2cc(C)on2)C2CC2)c1OC (centres undefined)	78
Cc1cccn2c(=O)c3cc(C(=O)N4c5ccccc5CC4C)n(C)c3nc12 (centres undefined)	78
COCCCNC(CC(=O)Nc1ccc(OC)cc1OC)C(=O)O (centres undefined)	98
O=c1cc(N2CCN(c3ccccc3)CC2)[nH]c(=O)n1C1CCCCC1	84
Cc1ccccc1NS(=O)(=O)c1ccc(C2CNC(=O)C2)cc1 (centres undefined)	102
COc1ccc(C)cc1S(=O)(=O)Nc1cccnc1	88
O=C(O)c1cc(-c2ccccc2Cl)n[nH]1	89
Cc1ccc(S(=O)(=O)N2CCN(C(=O)CN3CCCC3)C2)cc1	96
Cc1ccc(CNC(=O)C2CCCCC2C(=O)O)cc1 (centres undefined)	91
O=C(c1ccc2c(c1)OCCO2)C1CCN(S(=O)(=O)c2ccc(F)cc2)CC1	89
CCc1c(C(=O)Nc2ccc(S(=O)(=O)N3CCOCC3)cc2)csc1C	99
CCc1nc2ccccc2c(NC(=O)CN2CCC(C)CC2)c1C	91
CCSC1=N/C(=C\c2ccc(C(=O)O)cc2)C(=O)S1	100
OC(CN1C2=NCCN2c2ccccc21)c1ccc2c(c1)OCO2 (centres undefined)	84
Cc1cc(C)c2c(CC(=O)Nc3nccs3)coc2c1	84
O=C(Nc1c(C(=O)Nc2ccccc2)cnn1-c1ccccc1)c1ccco1	112
Cc1ccc(S(=O)(=O)N(C)CC(=O)Nc2cccc(C)n2)cc1	85
O=C(Nc1cc(C(F)(F)F)ccc1N1CCOCC1)c1ccc(Br)o1	89
O=C(O)CCc1ccc(-c2ccccc2)n1CC(=O)O	96
COc1cccc(C2OC(=O)c3ccccc3N2C(C)=O)c1OC(C)=O (centres undefined)	95
O=S(=O)(NCCOCC(F)(F)C(F)F)c1ccc2oc3ccccc3c2c1	48

Rewritten with bars between the fields: part of the list above.
SMILES | SKBR3 24h inh
COc1ccc(C)cc1S(=O)(=O)Nc1cccnc1 | 88
O=C(O)c1cc(-c2ccccc2Cl)n[nH]1 | 89

Further records
SMILES	SKBR3 24h inh
Cn1c(CN2CCCC2)nc2cc(NC(=O)c3ccco3)ccc21	93
CCOC(=O)c1oc2cccc(O)c2c1CN1CCOCC1	79
Cn1c(=O)n(C/C=C/c2ccccc2)c(=O)c2c1nc1n2CCCN1c1ccc(F)cc1	95
Cc1nnc(NC2(C(F)(F)F)C(=O)Nc3c2c(=O)n(C)c(=O)n3C)s1 (centres undefined)	94
O=C(Nc1ccc2c(c1)OCO2)C1CCCN(c2nc3ccccc3s2)C1 (centres undefined)	95
CCC(C)(C)NC(=O)C(c1ccco1)N(C(=O)c1csnn1)c1cccc(F)c1 (centres undefined)	87
COc1ccc(Cl)cc1C(=O)NCCc1ccc(S(=O)(=O)NC(=O)NC2CCCCC2)cc1	97
Cc1ccc(S(=O)(=O)N2CCCC2C(=O)n2nc(C)cc2C)cc1 (centres undefined)	133
N#Cc1nc(-c2ccc(OCc3ccccc3)cc2)oc1NCCCN1CCOCC1	65
CCOc1cc(-c2noc(CCC(=O)N3CCOCC3)n2)ccc1OC	90
O=C(NCc1ccc2c(c1)OCO2)c1ccc(NC(=O)C2CCCO2)cc1 (centres undefined)	84
CN(CCCNC(=O)C1CCN(S(=O)(=O)c2cccc3nsnc23)CC1)Cc1ccccc1	84
CCc1ccc2[nH]c(=O)c(CN(CCCN3CCOCC3)C(=O)Nc3ccccc3)cc2c1	78
O=C(c1cccc(Cl)c1)N1CCN(Cc2ccccc2F)CC1	129
Cc1ccc(S(=O)(=O)N2CCCN(S(=O)(=O)c3ccc(C(F)(F)F)cc3)CC2)cc1	96

For convenience, 3 of the compounds above.
SMILES	SKBR3 24h inh
Cn1c(CN2CCCC2)nc2cc(NC(=O)c3ccco3)ccc21	93
CCOC(=O)c1oc2cccc(O)c2c1CN1CCOCC1	79
Cn1c(=O)n(C/C=C/c2ccccc2)c(=O)c2c1nc1n2CCCN1c1ccc(F)cc1	95

Continuation:
SMILES	SKBR3 24h inh
COc1cccc(-c2nnc(SCC(=O)OC(C)C)n2N)c1	100
CCC(c1nnnn1CCOC)N1CCN(Cc2ccccc2)CC1 (centres undefined)	73
Cc1nnc2sc(-c3cccc(NC(=O)c4ccc(-c5cccc(Cl)c5)o4)c3)nn12	80
C=CCn1c(Cc2cccs2)nnc1SCC(=O)Nc1ccc(OC)c(OC)c1	56
COc1ccc(OC)c(NC(=O)CSc2nc(N)c(-c3ccccc3)c(=O)[nH]2)c1	99
COc1ccc(N2CCN(C(=O)CSc3ccccc3)CC2)cc1	104
CSC1=N/C(=C\c2ccccc2F)C(=O)S1	92
Cc1ccc(OCC(O)CN2CCN(CC(O)COC(C)C)CC2)c(C(C)(C)C)c1 (centres undefined)	97
COCCNc1ncnc2c1cnn2-c1ccc(Cl)cc1	100
CC12CCC(C(=O)NCCCn3ccnc3)(OC1=O)C2(C)C (centres undefined)	74
COC(=O)C1CCN(S(C)(=O)=O)CC1	106
NC(=O)c1cc2ccc(O)cc2oc1=NCc1ccccc1	97
CCOc1ccc2nc(N3CCCN(C(=O)Nc4ccccc4C)CC3)c(C#N)cc2c1	96
Cc1ccc(SCCNC(=O)C(CO)(CO)CO)cc1	84
O=C(CSc1ncnc2c1oc1ccccc12)c1cccs1	101
COc1cc(OC)cc(C(=O)NCCSCc2ccco2)c1	80
O=C(C1CCC(C(=O)N2CCCC2)CC1)N1CCCC1 (centres undefined)	74
CCSc1nc2nc(C)cc(C)n2n1	97
O=C(c1ccc(S(=O)(=O)N2CCCC2)cc1)N1CCCc2ccccc21	93
Cn1c(CN2CCCC2)nc2cc(NC(=O)COc3ccc(Cl)cc3)ccc21	78
CCOC(=O)c1c(-c2ccsc2)csc1N	104
CS(=O)(=O)NCCSCc1c(F)cccc1Cl	94
COc1ccccc1-n1c(=O)oc2ccc(Cl)cc2c1=O	129
Cc1cccc(N=C(N2CCOCC2)P(=O)(N2CCOCC2)N2CCOCC2)c1	86
COc1cc(-c2nnc(-c3ccc(S(=O)(=O)c4ccccc4)cc3)o2)cc(OC)c1OC	89
Cc1cccc(NC(=O)CNc2cc(C)ccc2C)c1	82
Cc1nnc(-c2ccccc2)c[n+]1[O-]	85
O=C(Nc1c(Cl)cccc1Cl)C1CCC1	93
CC(C)(C)NS(=O)(=O)c1ccc2nc(NC(=O)Cc3cccs3)sc2c1	78
O=C(Cn1nnc(-c2cccc(C(F)(F)F)c2)n1)NC1CCCC1	103
O=C(CC(SCCO)c1ccc(F)cc1)c1ccco1 (centres undefined)	100
COC(=O)CCC(=O)Nc1ccc(C)cc1OC(=O)CCC(=O)OC	84
COc1ccc(NC(=O)CSc2nnc(-c3ccccn3)n2N)cc1	107
CC(=O)c1cccc(NC(=O)c2ccc(NS(C)(=O)=O)cc2)c1	86
CN(C)c1nc(OCC(=O)NC(C)(C)C)nc(N(C)C)n1	86
Cc1cc(C)nc(Sc2nc(C)nc3c2oc2ccccc23)n1	124
CCCCNC(=O)C1c2cc(OC)c(OC)cc2C(=O)N(C)C1c1ccc(OC)cc1 (centres undefined)	76
Cc1cccc(NC(=O)C2CCCN(C(=O)Nc3ccccc3)C2)c1C (centres undefined)	109
COc1cccc(C(=O)N(Cc2ccco2)Cc2cc3cccc(C)c3[nH]c2=O)c1	102
COC(=O)CCCCC1SCC(NC(=O)OC)C1NC(=O)OC (centres undefined)	99
CCC(C)(C)NC(=O)C(c1cccn1C)N(C(=O)Cn1nnc2ccccc21)c1ccc(F)cc1 (centres undefined)	85
COC(=O)CSc1nc(C(C)C)nc2ccccc12	79
O=C(Cn1c(-c2ccc(Cl)cc2)noc1=O)N1CCN(c2ccccc2F)CC1	88
CC(=O)NCC(=O)N(c1ccccc1)C1(C(=O)NC2CCCCC2)CCCCC1	83
Cc1cc(OCC(=O)NCc2nc(-c3ccccc3)no2)c(C)cc1Br	91

Some of the entries above in another layout:
| structure | SKBR3 24h inh |
| --- | --- |
| COC(=O)CSc1nc(C(C)C)nc2ccccc12 | 79 |
| O=C(Cn1c(-c2ccc(Cl)cc2)noc1=O)N1CCN(c2ccccc2F)CC1 | 88 |

Additional entries follow:
SMILES	SKBR3 24h inh
CCOC(=O)CNC(=O)c1cnn2cccnc12	104
CN(C(=O)c1ccc2c(=O)n3c(nc2c1)CCCCC3)c1ccccc1	92
O=C1CC(c2ccccc2)n2nc(NS(=O)(=O)c3ccccc3)nc2N1 (centres undefined)	107
COc1cccc(Cn2nnc3c(=O)[nH]c(C4CCCN(C(=O)c5ccccc5Cl)C4)nc32)c1 (centres undefined)	75
COc1ccc(-c2noc(-c3ccccc3Cl)n2)cc1OC	99
Cc1cccc(N2CC(C)Cn3c2nc2c3c(=O)n(CC(=O)OCc3ccccc3)c(=O)n2C)c1 (centres undefined)	72
N=c1nc(SCCC(=O)O)ss1	105
COc1ccc(C2(C(=O)Nc3ccc(C(=O)N4CCOCC4)cc3)CCOCC2)cc1	85
O=C(O)C1CSC2(c3ccc4c(c3)OCCO4)CCC(=O)N12 (centres undefined)	101
CNc1csc(C)c(C)c1=O	74
CC(=O)C1=C(O)C(=O)N(C2CCCCC2)C1c1ccccc1 (centres undefined)	90
CN(CC(=O)NCCc1ccccc1)S(=O)(=O)c1cccs1	96
CC(C)CNc1nc2c(c(=O)n(C)c(=O)n2C)n1Cc1cccc(Br)c1	87
C/C(Cl)=C\Cn1c(NCCCn2ccnc2)nc2c1c(=O)n(C)c(=O)n2C	92
COc1cc(OC)c(OC)cc1CN1CCCC(C(=O)N2CCCCC2)C1 (centres undefined)	96

4 entries drawn at random from the list so far:
SMILES	SKBR3 24h inh
CNc1csc(C)c(C)c1=O	74
O=C1CC(c2ccccc2)n2nc(NS(=O)(=O)c3ccccc3)nc2N1 (centres undefined)	107
COc1cccc(Cn2nnc3c(=O)[nH]c(C4CCCN(C(=O)c5ccccc5Cl)C4)nc32)c1 (centres undefined)	75
Cc1cccc(N2CC(C)Cn3c2nc2c3c(=O)n(CC(=O)OCc3ccccc3)c(=O)n2C)c1 (centres undefined)	72

The list continues.
SMILES	SKBR3 24h inh
CCOC(=O)N1CCC2(CC1)C(C(=O)C13CC4CC(CC(C4)C1)C3)C2(C#N)C#N (centres undefined)	99
Clc1cccc(Cl)c1COc1ccncc1	93
CC1CCN(c2oc(Cc3cccc4ccccc34)nc2C#N)CC1	93
COc1ccccc1Cn1nnc2c(=O)[nH]c(C3CCN(C(=O)c4ccc(F)cc4)CC3)nc21	81
Cc1ccc(C(C)C)cc1C(=O)CC1(O)C(=O)N(C)c2ccccc21 (centres undefined)	90
CCn1c(=N)c(S(=O)(=O)c2ccc(F)cc2)cc2c(=O)n3ccccc3nc21	77
Cc1cccc(N(CC(=O)NCc2ccc3c(c2)OCO3)C(=O)CCC(=O)Nc2ccccn2)c1	56
CC1CCN(S(=O)(=O)c2ccc(-c3nnc(SCc4cccnc4)o3)cc2)CC1	87
CCOc1ccc2nc(NC(=O)CSc3nc4c(c(=O)n(C)c(=O)n4C)n3C(C)C)sc2c1	83
COc1ccc(CNC(=O)C2CCN(S(=O)(=O)c3ccc(-c4nn[nH]n4)cc3)CC2)cc1	102
O=C(NCc1ccccc1F)C1CCN(C(=O)NCc2ccccc2)CC1	83
COc1cc(OC)c(NC(=O)c2ccoc2C)cc1Cl	76
COC(=O)CN(c1nc(C)cc(OC)n1)S(=O)(=O)c1ccc(C)cc1	117
Nc1cc(=O)[nH]c(SCc2nc3ccccc3n2Cc2ccccc2)n1	91
CC1Cc2ccccc2N1Cc1nc2scc(-c3cccs3)c2c(=O)[nH]1 (centres undefined)	100
COc1cc2c(C(=O)NC3CCCCCC3)cn(C)c(=O)c2cc1OC	87
C=C(C)Cn1c(C(C)NC(=O)CCC)nc2ccccc21 (centres undefined)	69
O=C(O)c1cccnc1SCCc1ccccc1	97
CCOC(=O)c1ccc(CSc2nnc(-c3ccncc3)n2N)cc1	93
Cn1c(=O)n(CCc2ccccc2)c(=O)c2c1nc1n2CCCN1CCc1ccccc1	58
COc1ccccc1Cc1nc(-c2ccc(C)cc2)no1	81
N#Cc1cccc(C(c2nnnn2CCc2ccccc2)N2CCN(C3CCCCC3)CC2)c1 (centres undefined)	75
CCOc1ccccc1CN1CCN(S(=O)(=O)CC)CC1	93
CCC(c1nnnn1C1CCCC1)N(Cc1cccs1)Cc1cc2cccc(C)c2[nH]c1=O (centres undefined)	95
CCOC(=O)c1cncc(NC(=O)c2ccccc2)c1	86
COc1ccc(CCC(=O)Nc2ccc(-c3noc(-c4ccc(OC)c(OC)c4)n3)cc2)cc1	83
Cc1nn(Cc2ccccc2)c(C)c1NC(=O)c1cc2nc(-c3ccco3)cc(C(F)(F)F)n2n1	75
CCOc1cc(C(=O)CSc2nnc(CNc3ccc(Cl)cc3)o2)ccc1NC(=O)CC	63
O=C1c2ccccc2-c2onc3ccc(NCCCn4ccnc4)c1c23	82
COc1cc2c(C(=O)NCCCN3CCN(c4cccc(Cl)c4)CC3)cn(C)c(=O)c2cc1OC	70
CCOC(=O)N1CCN(c2cc(C)c(C(C)=O)cc2F)CC1	81
Cc1ccc(-n2cccc2C(=S)N=P(N(C)C)(N(C)C)N(C)C)cc1	79

Screening data from PubChem.
